# Screens as filed in PubChem BioAssay.
# RAD52 anneal inh – RAD52 DNA annealing inhibitors, primary screen, biochemical, FRET, single point, set 2 | DNA repair protein RAD52 homolog (Homo sapiens), P43351 | recombinant RAD52 DNA annealing, FRET fluorescence | 360,000 tested, 0.46% active | inhibition, % at 18.7 µM;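 active = every replicate showing at least 50% inhibition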
# RAD54 inh – inhibitors of human RAD54 branch migration, primary screen, biochemical, fluorescence, single point. DNA repair and recombination protein RAD54-like (Homo sapiens), Q92698. RAD54 Holliday junction branch migration, FAM/BHQ fluorescence. inhibition, % at 10.4 µM. 360,000 tested, 0.14% active. AID 602329, 2012;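 active = mean normalized replicate activity at least 40 and at least half of replicates scoring 40 or more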;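 also: 0% = median of neutral control wells and 100% = median of positive control wells; inhibitors cause a drop in the FAM fluorescence signal; in these data hits start at about 50%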
# Target sequence (Q92698 whole entry, looked up): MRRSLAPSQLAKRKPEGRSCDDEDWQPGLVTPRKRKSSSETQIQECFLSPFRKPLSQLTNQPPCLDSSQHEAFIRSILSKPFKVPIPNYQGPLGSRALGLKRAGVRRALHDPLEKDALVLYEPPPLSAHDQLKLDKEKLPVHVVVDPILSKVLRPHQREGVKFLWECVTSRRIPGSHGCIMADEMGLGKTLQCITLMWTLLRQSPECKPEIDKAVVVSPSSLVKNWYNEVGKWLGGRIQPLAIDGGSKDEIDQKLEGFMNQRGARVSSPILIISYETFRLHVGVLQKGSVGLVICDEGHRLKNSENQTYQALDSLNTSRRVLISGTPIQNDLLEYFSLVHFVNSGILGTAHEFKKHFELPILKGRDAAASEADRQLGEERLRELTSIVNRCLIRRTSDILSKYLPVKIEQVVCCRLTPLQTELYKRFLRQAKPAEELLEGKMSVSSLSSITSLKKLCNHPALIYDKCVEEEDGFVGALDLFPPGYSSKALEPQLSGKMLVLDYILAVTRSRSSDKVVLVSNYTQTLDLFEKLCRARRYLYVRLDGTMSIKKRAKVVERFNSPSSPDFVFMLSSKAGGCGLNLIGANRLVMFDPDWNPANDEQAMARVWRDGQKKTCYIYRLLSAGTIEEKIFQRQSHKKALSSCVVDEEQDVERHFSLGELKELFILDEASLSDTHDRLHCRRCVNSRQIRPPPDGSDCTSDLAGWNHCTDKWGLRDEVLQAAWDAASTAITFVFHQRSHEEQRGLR
# Xi reactivation – activators of inactive X chromosome reactivation, primary screen, imaging, XiGFP fibroblasts, GFP high-content imaging, set 2 | XiGFP mouse fibroblasts, % GFP-positive cells imaging, 3 d; cells co-treated with 5-aza-dC sensitizer; scaled so ellipticine positive control = 100% | activation, % at 7.58 µM | 360,000 tested, 0.055% active;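 active = mean normalized replicate activation at least 10% and every replicate at or above 10%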;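 also: 0% = median of on-plate neutral control wells and 100% = ellipticine 6 µM median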
#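 System: 68-5-11 XiGFP fibroblast line; Timing: 3 days compound exposure; Compound dosing: one concentration, pinned; Benchmarks: positive control ellipticine, 6 µM final; Buffer or medium: DMEM containing 5-aza-dC.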
# ARNT TACC3 PPI – disruptors of ARNT/TACC3 protein interaction, primary screen, biochemical, AlphaScreen, single concentration; Transforming acidic coiled-coil-containing protein 3 (Homo sapiens), Q9Y6A5; AlphaScreen His-ARNT PAS-B/GST-TACC3 binding, luminescence; TACC3 fragment carries E629A point mutation; inhibition, % at 9.99 µM; 390,000 tested, 0.66% active; AID 623870, 2012;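 active = mean inhibition of replicates at least 50% and at least half of replicates each reaching 50%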;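 also: 0% = complete ARNT plus TACC3 wells and 100% = ARNT alone without TACC3; many hits fall short of the cut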
# GSIS activator – GLuc luminescence reporter in INS-1E cells, primary screen for activators of glucose-dependent secretion of insulin | INS-1E GLuc reporter insulin secretion, 2-3 h | activation, % at 16.6 µM | 370,000 tested, 0.61% active;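 active = lowest replicate activation of at least 40%, so every replicate reaches that level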;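 also: 0% = median of neutral control wells and 100% = median of IBMX positive control wells; some compounds called inactive have numbers as strong as hits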
# F508del corr – F508del CFTR correction, initial screen, CFBE line, single point; CFBE cells, YFP halide quenching; stimulated with forskolin plus potentiator P3; % fluorescence drop versus neutral controls; activity (quench increase), % at 7.58 µM; 350,000 tested, 0.36% active;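 active = mean added fluorescence quench of at least 8% versus neutral control, with both replicates also reaching 8%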;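 also: cells transiently co-express mutant CFTR-F508del with the halide-sensitive YFP; corrector assay measuring rescue of mutant channel to the surface after 24 h compound exposure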
# esBAF inh – Bmi1 luciferase reporter increase in mESCs, primary screen, esBAF inhibitor project, mouse ES cells, Bmi1 luciferase knock-in, single point. 24 h; 100% = twice the neutral-well signal. reporter increase, % at 12.5 µM. 350,000 tested, 2% active; in the data active = activation above about 40%;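 also: 0% = median of the plate's neutral control wells and 100% = double that signal; a rise in the Bmi1 reporter signal indicates esBAF inhibition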
# ERAP1 inh – human ERAP1 aminopeptidase inhibitors, primary screen, biochemical, single point, plate reader; Endoplasmic reticulum aminopeptidase 1 (Homo sapiens), Q9NZ08; recombinant ERAP1, Leu-AMC fluorescence, 60 min; inhibition, % at 10.7 µM; 340,000 tested, 0.15% active; AID 652197, 2013;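 active = mean replicate inhibition of at least 30%, or all replicates individually reaching that 30% level; inactive = mean below 30% and not every replicate reaching it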;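 also: 0% = neutral control wells and 100% = L-leucinethiol positive control wells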
# Numbers without * were called inactive; . = not tested or not shown; & = joins results of further samples. An unsorted share of the library; any-hit rate near 3.3%.
# The line under a structure holds: RAD52 anneal inh | RAD54 inh | Xi reactivation | ARNT TACC3 PPI | GSIS activator | F508del corr | esBAF inh | ERAP1 inh
COC(=O)c1ccccc1NC(=O)N1CCN(S(=O)(=O)c2ccc(Cl)cc2)CC1
    . | 8 | . | -3 | 2 | . | 14 | .
COc1ccc(CNc2nc3c(c(=O)n(Cc4ccc(F)cc4)c(=O)n3C)n2C)cc1
    -5 | 8 | . | 12 | -34 | . | -1 | 3
C[C@@H]1CN([C@@H](C)CO)C(=O)Cc2cc(NC(=O)NC3CCCCC3)ccc2O[C@H]1CN(C)CC1CCCCC1
    4 | -1 | -1.2 | -3 | 10 | 0.0 | 6 | 1
CSc1nc(Oc2ccc3ccccc3c2)c2ccccc2n1
    . | -4 | . | -2 | 2 | . | -18 | .
NS(=O)(=O)c1ccc(CCNC(=O)c2nc(CS(=O)(=O)c3ccc(Cl)cc3)no2)cc1
    -24 | 0 | -0.1 | -3 | 5 | 0.8 | 0 | -2
C#Cc1ccc([C@H]2C=C(C(=O)OCC=C)O[C@@H](OCCCCO)C2)cc1
    . | 4 | 0.3 | -3 | -11 | 1.9 | -6 | .
O=c1cc(CN2CCN(c3ccccc3F)CC2)c2cc3c(cc2o1)CCCC3
    . | -1 | . | -2 | -4 | . | -10 | .
C/C(=C\c1cccc(Br)c1)C(=O)c1c(C)cc(C)[nH]c1=O
    -11 | 6 | 0.3 | 1 | 7 | -2.3 | -26 | 2
Cc1ccc(NCc2nnc(SCC(=O)Nc3cc(C)on3)n2C)cc1
    . | -1 | . | -11 | 6 | . | -1 | .
CC(=O)c1cccc(OCc2cc(C(=O)N(C)CCC3CCOCC3)no2)c1
    -4 | -23 | 0.1 | -33 | 9 | 3.4 | 52* | 1
COc1ccc(NC(=O)CN2C(=O)c3ccccc3S2(=O)=O)cc1OC
    -7 | 4 | 0.0 | 0 | 0 | 0.6 | -5 | 2
CC(=O)c1ccc(N(C(=O)CNC(=O)c2cccs2)C(C(=O)NCC2CCCO2)c2ccccc2)cc1 (configuration not stated)
    -8 | 4 | 0.2 | 8 | 2 | -0.3 | 7 | 0
C[C@H](CO)N1C[C@H](C)[C@H](CN(C)Cc2cccnc2)Oc2ncc(C#CCc3ccccc3)cc2C1=O
    -3 | 2 | 0.6 | -2 | -12 | -0.6 | 5 | -5
COC(=O)c1cc(S(=O)(=O)NCc2ccccc2)c[nH]1
    -4 | -13 | 0.0 | 0 | . | -1.3 | -3 | -2
CC1CCc2cc(F)ccc2N1C(=O)C1(C)CC1(Cl)Cl (configuration not stated)
    . | -12 | . | 12 | -14 | . | 3 | .
CCOC(=O)C(CCc1ccccn1)c1ccccc1 (configuration not stated)
    -6 | 7 | -0.1 | -5 | . | -0.8 | -4 | 2
CC(C)C(=O)Nc1ccc2c(c1)C(=O)NC2=O
    -5 | . | 0.2 | -6 | -3 | -1.5 | -7 | -3
C[C@@H]1CN([C@@H](C)CO)C(=O)CCCn2nncc2CO[C@@H]1CN(C)C(=O)Nc1ccc2c(c1)OCO2
    9&-11&-2 | -11&-3&3 | -0.1&0.0 | -8&-9 | 13&9 | -1.6&-2.4&3.9 | 2&-3&9 | 0&1&1
Cc1ccc(C)c(/C=N/n2cc(-c3ccccc3)[nH]c2=S)c1
    -2 | . | 0.6 | 10 | -8 | -4.0 | . | 4
CCCCOC(=O)c1ccc(OC(=O)N2CCOCC2)cc1
    -9 | -10 | 0.0 | -12 | 2 | 1.9 | 28 | -1
CC1Cc2ccccc2N1C(=O)CSc1nc2ccccc2n1CC(=O)N1CCOCC1 (configuration not stated)
    . | -2 | . | 4 | -10 | . | 3 | .
C[C@@H]1CN([C@@H](C)CO)S(=O)(=O)c2ccc(C#Cc3ccc(F)cc3)cc2O[C@H]1CN(C)C
    21 | -2 | -0.5 | 8 | -15 | . | -8 | -3
O=C1C(Cl)=C(N2CCCCC2)C(=O)N1c1ccccc1
    . | -3 | . | 1 | 37 | . | 6 | .
Cc1cc(C)c(NC(=O)CN(C)CC(=O)N(C)CC(=O)Nc2c(Cl)cccc2Cl)c(C)c1
    -10 | -8 | 0.2 | -15 | . | 5.2 | -13 | 3
Cc1ccc(CS(=O)(=O)CC(C)(O)c2ccccc2)cc1 (configuration not stated)
    -11 | -5 | 0.2 | -4 | 10 | -0.9 | -1 | 1
CC(Oc1ccccc1)C(=O)OCC(=O)N1CC(=O)Nc2ccccc21 (configuration not stated)
    -3 | . | 0.1 | 1 | 5 | -3.2 | 5 | 7
CCOc1ccc(CN2CCN(Cc3cccn3-c3cccnc3)CC2CCO)cc1 (configuration not stated)
    -12 | . | 0.0 | 0 | 3 | . | . | -3
COc1cccc(NC(=O)C2(C)CCN2C(=O)CCC2CCCC2)c1 (configuration not stated)
    3 | -1 | -0.1 | . | . | 7.5 | 7 | 2
CC(=O)NC1C(=O)N(CCN2CCOCC2)c2ccc(F)cc21 (configuration not stated)
    13 | . | 0.3 | -39 | . | 0.4 | . | 16
CC[C@H]1c2[nH]c3ccc(C(C)C)cc3c2[C@@H]2CCN3C(=O)CCC[C@H]1[C@H]23
    2 | -10 | -0.1 | 7 | -27 | -1.3 | 11 | 2
COc1ccccc1C1CCN(c2ccc([N+](=O)[O-])cn2)CC1
    -11 | -10 | -0.1 | -6 | 30 | 1.2 | 22 | 4
C[C@@H]1CN([C@@H](C)CO)C(=O)c2cccc(NS(=O)(=O)c3cccs3)c2O[C@@H]1CN(C)Cc1ccc(-c2ccccc2)cc1
    -36 | -10 | -1.1 | -1 | -7 | -4.8 | -2 | 1
COC(=O)c1ccc(/C=C2\SC(=S)N(CCCC(=O)NCCCN3CCOCC3)C2=O)cc1
    -8 | -8 | 0.1 | 8 | 1 | -1.3 | -14 | 2
CCOC(=O)C1CCCN(C(=O)c2cncc(Br)c2)CC1 (configuration not stated)
    10 | 9 | -0.3 | . | 11 | 3.7 | -6 | 1
CC1CN(C(=O)COc2coc(CN3CCc4ccccc4C3)cc2=O)CC(C)O1 (configuration not stated)
    -5 | -4 | -0.1 | 1 | 4 | 2.0 | . | -1
Fc1ccc(NCc2nnc3n2CCCCC3)cc1
    -3 | . | -0.8 | -7 | 6 | -0.1 | . | 6
C[C@@]12C(=O)Nc3ccc(F)cc3C(=O)N1[C@H]1c3cc(Cl)ccc3OC[C@@H]1[C@@H]2c1ccccc1
    -44 | -12 | 0.0 | 0 | -10 | 2.9 | 2 | 0
O=C(Nc1ccccc1)c1ccccc1NC(=O)C(F)(F)F
    -14 | 7 | . | -19 | -30 | 3.0 | 7 | 0
CCCNC(=O)N1[C@@H]2CN(C(=O)c3ccncc3)c3ccccc3[C@@H]2[C@@H]1CO
    -5 | 0 | 0.0 | -9 | 13 | -1.3 | -2 | 4
COc1ccc(-c2ccc(SCC(=O)N3CCOCC3)nn2)cc1
    -6 | -2 | . | -1 | -6 | 0.2 | 10 | -2
CCOC(=O)C1CCN(Cc2nc(-c3ccc(OC)c(OC)c3)no2)CC1
    . | 3 | . | 0 | 5 | . | 3 | .
Cn1cc([N+](=O)[O-])c(C(=O)N/N=C/c2cc3c(cc2Br)OCO3)n1
    -3 | 16 | -0.1 | -2 | 2 | 1.3 | . | -1
Cn1nnnc1SCC(=O)Nc1ccc(C(=O)N2CCN(Cc3ccccc3F)CC2)cc1
    9 | -5 | 0.0 | 0 | 13 | 4.4 | -4 | -3
COc1ccc(CCNC(=O)c2ccccc2OCc2c(C)noc2C)cc1
    -9 | -2 | -0.5 | 1 | -1 | 0.0 | 4 | -2
O=C(COC(=O)COc1ccc(Cl)cc1)NC1CCS(=O)(=O)C1 (configuration not stated)
    -18 | 5 | 0.1 | -4 | . | 4.5 | -12 | 0
CC(C)(Cc1ccccc1)/[N+]([O-])=C\c1ccccc1
    3 | -4 | 0.0 | -7 | 17 | 1.0 | 1 | 1
Cc1ccc(NC(=O)c2ccc3c(c2)nnn3C)cc1
    -15 | . | 0.0 | -14 | 21 | . | . | 6
Nc1nc(SCc2nc3sc4c(c3c(=O)[nH]2)CCCC4)n[nH]1
    . | 9 | 0.2 | 18 | 17 | . | 3 | .
O=C(CCNC(=O)c1ccco1)Nc1ccc(Cl)c(C(F)(F)F)c1
    -6 | 1 | 0.0 | 4 | -31 | 0.0 | -3 | -1
COC(=O)c1cc(=O)nc2sc(-c3cccs3)nn12
    . | 0 | . | -1 | 19 | . | -8 | .

# Remaining list, next part
# The line under a structure holds: RAD52 anneal inh | RAD54 inh | Xi reactivation | ARNT TACC3 PPI | GSIS activator | F508del corr | esBAF inh | ERAP1 inh
Cc1ccc(CSc2ccc3nnc(-c4ccccn4)n3n2)cc1
    -7 | . | 0.2 | 11 | -35 | 0.9 | . | 3
O=c1oc2ccccc2cc1-c1csc(Nc2nc3c(F)cccc3s2)n1
    . | -5 | 0.4 | 3 | -6 | . | . | .
O=C(O)CSc1nc2sc3c(c2c(=O)n1Cc1ccccc1)CCCCC3
    -17 | 3 | 0.0 | -17 | -5 | 0.7 | 25 | -1
Cc1ccccc1CNC(=O)CCCC(=O)n1nc(C)c2ccccc21
    -8 | -9 | 0.3 | 4 | 14 | -0.2 | -11 | 1
C[C@@H]1CN([C@H](C)CO)C(=O)c2cc(NC(=O)Nc3cccc4ccccc34)ccc2O[C@@H](C)CCCCO[C@H]1CN(C)S(=O)(=O)c1cccs1
    . | 1 | -0.6 | -7 | 8 | -1.4 | 6 | .
Cc1n[nH]c2ccccc2c1=O
    -1 | -10 | 0.2 | -8 | 27 | 0.1 | 6 | -2
O=C(CN1CCOCC1)N1CC[C@@H]2[C@H]1c1cc(-c3ccccc3)ccc1N[C@@H]2CO
    -24 | -1 | 0.2 | -7 | 0 | -0.2 | 3 | -9
COc1ccc2c3c(n(C)c2c1)[C@@H](CO)N(CC1CC1)CC31CN(C(=O)CC2CC2)C1
    -10 | . | 0.1 | . | -7 | 0.7 | . | -4
Cc1nc(CNS(=O)(=O)c2cc([N+](=O)[O-])ccc2C)cs1
    -9 | 6 | 0.2 | 9 | 16 | -0.1 | -5 | -3
CCCCCCn1c(SCC(C)C)nc2c1c(=O)[nH]c(=O)n2C
    . | -11 | . | -7 | 71* | . | -3 | .
CN1c2ccc(-c3ccc(C#N)cc3)cc2[C@H]2[C@H](CCN2S(=O)(=O)c2ccc(F)cc2)[C@H]1CO
    -10 | 7 | 0.1 | -50 | -11 | 7.8 | -16 | 0

# 5 compounds from above, ordered by length of the SMILES, ascending.
# The line under a structure holds: RAD52 anneal inh | RAD54 inh | Xi reactivation | ARNT TACC3 PPI | GSIS activator | F508del corr | esBAF inh | ERAP1 inh
Cc1ccc(CSc2ccc3nnc(-c4ccccn4)n3n2)cc1
    -7 | . | 0.2 | 11 | -35 | 0.9 | . | 3
CCCCCCn1c(SCC(C)C)nc2c1c(=O)[nH]c(=O)n2C
    . | -11 | . | -7 | 71* | . | -3 | .
O=c1oc2ccccc2cc1-c1csc(Nc2nc3c(F)cccc3s2)n1
    . | -5 | 0.4 | 3 | -6 | . | . | .
Cc1nc(CNS(=O)(=O)c2cc([N+](=O)[O-])ccc2C)cs1
    -9 | 6 | 0.2 | 9 | 16 | -0.1 | -5 | -3
C[C@@H]1CN([C@H](C)CO)C(=O)c2cc(NC(=O)Nc3cccc4ccccc34)ccc2O[C@@H](C)CCCCO[C@H]1CN(C)S(=O)(=O)c1cccs1
    . | 1 | -0.6 | -7 | 8 | -1.4 | 6 | .
